Screening results deposited in PubChem by National Center for Advancing Translational Sciences (NCATS).
aSyn tox rescue – rescues yeast growth from alpha-synuclein toxicity; S. cerevisiae alpha-synuclein toxicity rescue, BacTiter-Glo growth, 24 h; Potency, µM (highest dose often 46.1 µM), for the others: top-dose growth rescue (activation), hits mostly activators; 0.02% of 94,000 active; active = well fitted activation curve with a large enough effect; inconclusive = small, poorly fitted or top-dose-only effect; note: 0% is about no effect
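Growth restoration measured by BacTiter-Glo luminescence after 24 hr at 30 deg C; alpha-synuclein yeast, raffinose-pregrown to mid-log, were added at OD600=0.02 in galactose medium onto pinned compounds.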
* marks the source's active call; other numbers are inactive results; ? = inconclusive; & = joins results of further samples; [ ] = another dose, or the depositor's remark. Potency is the fitted concentration of half-maximal effect. These rows are one share of the data; rates above refer to the full screens.

SMILES | aSyn tox rescue
CCOC(=O)c1ccc(NC(=O)CCCn2nc(C)c3sc4ccccc4c3c2=O)cc1 | 1%
Cc1ccccc1Cn1c(CN2CCC(C(=O)NCc3ccc(Cl)cc3)CC2)cc2ccccc21 | -32%[inhibitor]
COc1ccc(OC)c(NC(=O)Cn2cnc3onc(-c4ccc(Cl)cc4)c3c2=O)c1 | -5%
Cn1cnc(S(=O)(=O)N2CCC(C(=O)Nc3ccc(Cl)c(C(F)(F)F)c3)CC2)c1 | 0%
Cc1cc(C)n(-c2nc3ccccc3nc2Nc2ccc(Cl)c(Cl)c2)n1 | -10%
Cc1ccc(S(=O)(=O)N2CCOCC2)cc1NC(=O)CNc1ccccc1N1CCCC1=O | -2%
COc1ccc(NC(=O)CCc2nnc3n(Cc4ccccc4Cl)c(=O)c4ccccc4n23)cc1 | -7%
Cc1ccc(NC(=O)c2ccc(-c3ccccc3)s2)cc1 | -6%
COc1cccc(C2CC(=O)Nc3c2c(=O)n(C)c2nc4ccccc4n32)c1OC (configuration not stated) | 3%
CCOC(=O)c1ccc(NC(=O)COC(=O)c2cn(CC)c3nc(C)ccc3c2=O)cc1 | 2%
CC1=NN(c2cccc(Cl)c2)C(=O)C1 | -9%
COC(C(=O)N/N=C(\C)c1ccc(O)cc1)c1ccccc1 (configuration not stated) | -2%

Reformatted with each value named: entries from further up
COC(C(=O)N/N=C(\C)c1ccc(O)cc1)c1ccccc1 (configuration not stated)
- aSyn tox rescue = -2%
CC1=NN(c2cccc(Cl)c2)C(=O)C1
- aSyn tox rescue = -9%
Cc1cc(C)n(-c2nc3ccccc3nc2Nc2ccc(Cl)c(Cl)c2)n1
- aSyn tox rescue = -10%
COc1ccc(OC)c(NC(=O)Cn2cnc3onc(-c4ccc(Cl)cc4)c3c2=O)c1
- aSyn tox rescue = -5%

The listing picks up with the three entries that preceded the break.
SMILES | aSyn tox rescue
CCOC(=O)c1ccc(NC(=O)COC(=O)c2cn(CC)c3nc(C)ccc3c2=O)cc1 | 2%
CC1=NN(c2cccc(Cl)c2)C(=O)C1 | -9%
COC(C(=O)N/N=C(\C)c1ccc(O)cc1)c1ccccc1 (configuration not stated) | -2%
COC(=O)C(CCSC)NC(=O)c1c(C)oc2ncn(CC(C)C)c(=O)c12 (configuration not stated) | -1%
CCOc1ccccc1/C=N/NC(=O)CNC(=O)c1ccc(S(=O)(=O)N2CCOCC2)cc1 | -3%
COc1ccc(OC)c(NC(=O)c2c(NCc3sccc3C)sc3c2CCCCC3)c1 | 10%
Oc1ccc(CCc2ccccn2)cc1 | 1%
c1ccc(-c2nnc(OCc3cccnc3)c3ccccc23)cc1 | 10%
Cc1c(O)ccc2c(O)c(NC(=O)c3ccc4c(c3)CCC(C)(C)O4)c(=O)oc12 | 13%
Cc1ccc(/C=C2\CC(C)CC3=C2NC(=S)NC3c2ccc(C)cc2)cc1 (configuration not stated) | 15%
O=C(NC1CC(=O)N(c2cccc(F)c2)C1)c1ccc(S(=O)(=O)N2CCCCC2)cc1 (configuration not stated) | 1%
Cc1cccc(N2CCN(S(=O)(=O)c3ccc4[nH]c(=O)ccc4c3)CC2)c1C | 6%
COc1ccc(C(=O)CC(C(=O)O)c2ccc(OC)c(OC)c2)cc1OC (configuration not stated) | -5%
CCN1c2ccccc2S(=O)(=O)c2ccccc21 | 5%
CCC(=O)N(CCC(c1ccc(C)cc1)c1ccco1)Cc1ccco1 (configuration not stated) | 10%

Next entries:
SMILES | aSyn tox rescue
CC(C)c1nc2ccccc2n1CC(O)COC1CCCCC1 (configuration not stated) | 1%
O=C(COC(=O)c1ccccn1)NCc1cccs1 | -2%
Cc1cc2c(cc1S(=O)(=O)N1CCN(c3ccccc3)CC1)OCCN2C | -3%
O=C(N/N=C/c1ccccn1)c1cccc(S(=O)(=O)N2CCCC2)c1 | 1%
O=C(NCCc1ccccc1)C(=O)Nc1cccc(Br)c1 | 1%
CCCCn1c(N)c(N(CC(C)C)C(=O)C2CSC3(C)CCC(=O)N23)c(=O)[nH]c1=O (configuration not stated) | 6%
Cc1ccc(N2CC(O)CSC2=Nc2ccccc2)cc1 (configuration not stated) | 3%
Cc1oc2ccc(O)c(CN3CCCC3)c2c1C(=O)Nc1ccc(C(C)C)cc1 | 7%
Cc1nc2ccc(NC(=O)CCC3CCCC3)cc2s1 | 2%
Cc1cc(C)cc(Nc2cc(C)nc3nc(-c4ccco4)nn23)c1 | 1%
C=CCc1cc(Cl)ccc1OCCCNC(C)C | 4%
O=C(NCCc1ccccc1)C1CCN(Cc2cc3ccccc3n2Cc2cccc(Cl)c2)CC1 | -30%

The list goes on:
SMILES | aSyn tox rescue
Cc1cc(-c2ccc(C)c(S(=O)(=O)N(C(C)C)C3CCCCC3)c2)on1 | 6%
Cc1ccc(Cl)cc1NC(=O)C1CCN(C(=O)c2cnn(-c3ccccc3)c2-n2cccc2)CC1 | 12%
COc1cccc2sc(N(Cc3cccnc3)C(=O)C3CCCCC3)nc12 | ?
Cc1ccc(N2CCN(C(=O)NCc3noc4ccc(C)cc34)CC2)c(C)c1 | 11%
CN(C)CCN(Cc1ccccc1)S(=O)(=O)c1ccc2[nH]c(=O)ccc2c1 | -3%
O=C(CCS(=O)(=O)c1cc2c(cc1Cl)NC(=O)CO2)NCc1ccccc1 | -16%
CCNc1ccc(S(=O)(=O)NCCN(C)C)cc1[N+](=O)[O-] | -6%
CC1(C)Cc2ccccc2C(/C(=N\Nc2cccc(Cl)c2)C(N)=O)=N1 | 16%
CC(C)C(NC(=O)c1ccco1)C(=O)OCC(=O)Nc1ccc(C(N)=O)cc1 (configuration not stated) | -7%
O=C(COC(=O)c1c[nH]c(=O)[nH]c1=O)Nc1ccccc1Br | -1%
Cc1nc(-c2ccc(F)cc2)sc1CCNC(=O)c1ccc(C(C)(C)C)cc1 | -20%
CC(NC(=O)CCN1C(=O)c2ccccc2S1(=O)=O)c1ccccc1 (configuration not stated) | -1%

The list goes on:
SMILES | aSyn tox rescue
CN(C)c1ccc(C(CNC(=O)c2c(F)cccc2Cl)N2CCOCC2)cc1 (configuration not stated) | 0%
CN(CC(=O)Nc1ccccc1Cl)C(=O)Cn1cnc2ccccc2c1=O | 3%
CC(C)(C)c1ccc(C(=O)Nc2onc3c2CCCC3)cc1 | -23%
COc1ccc(CN(C)C(=O)CCN(c2ccccc2)S(=O)(=O)c2ccc(C)cc2)c(OC)c1 | -6%
Cc1ccc(Cl)cc1N1CCN(C(=O)CCNS(=O)(=O)c2ccc3c(c2)CCN3C(=O)C2CC2)CC1 | 0%
Cc1c(C(=O)NCc2ccc3c(c2)OCO3)sc2nc(-c3ccccc3)cn12 | -3%
O=C(NCc1cccs1)c1ccc(Cn2c(SCc3ccccc3)nc3cccnc32)cc1 | -8%
C[C@H](CO)N1C[C@H](C)[C@H](CN(C)C(=O)Nc2ccc(C(C)(C)C)cc2)OCc2cnnn2CCCC1=O | -5%
COC(=O)c1scc(-c2ccc(C)cc2)c1S(=O)(=O)N1CCN(c2ccc(F)cc2)CC1 | 3%
Nc1ccn([C@@H]2O[C@H](CNCc3cnc(N4CCOCC4)nc3)[C@@H](O)[C@H]2O)c(=O)n1 | 4%
CCC(=O)N1CCc2cc(OC)c(OC)cc2C1COc1ccccc1OC (configuration not stated) | -5%
Cc1ccc(C(=O)N/N=C\c2ccc3c(c2)OCO3)cn1 | -6%

Further results
SMILES | aSyn tox rescue
Cc1c(C(=O)NCc2cccc(Br)c2)oc2ccc3c(c12)C(=O)CC(C)(C)O3 | 3%
COc1cccc(CNC(=O)c2ccc(CS(=O)Cc3ccc(Cl)cc3)o2)c1 (configuration not stated) | -6%
CC(C)c1ccc(NC(=O)c2ccc(NC3=NC4CS(=O)(=O)CC4S3)cc2)cc1 (configuration not stated) | -3%
COc1cc(Cl)c(C)cc1NC(=O)Cn1ncc2c(=O)oc3ccccc3c21 | -8%
CCOc1ccccc1NC(=O)c1c(NC(=O)c2ccncc2)sc2c1CCC(C(C)(C)C)C2 (configuration not stated) | -8%
O=C(NCCCN1CCOCC1)c1ccccc1NS(=O)(=O)c1ccc(Br)cc1 | 3%
Cc1cc(C)nc(SCC(N)=O)n1 | -10%
CCCCOc1ccc(C(=O)NCC(=O)N2CC=C(c3ccccc3)CC2)cc1 | 6%
COc1ccc(CNC(=O)c2cc3cc4ccc(C)cc4nc3o2)cc1 | 3%
O=C(c1sccc1Br)N1CCN(Cc2ccc3c(c2)OCO3)CC1 | -12%
COc1ccc(Cl)cc1NC(=O)CSc1nnc(Cc2ccc(C)cc2)c(=O)[nH]1 | 4%
CCOCCn1cnc2sc(C(=O)Nc3ccccc3C(=O)OC)c(C)c2c1=O | -10%

Next records
SMILES | aSyn tox rescue
CCCc1cc(=O)[nH]c(SCC(=O)Nc2oc(C)c3c(C)n[nH]c(=O)c23)n1 | -4%
CCCOc1ccc(C(=O)OCC(=O)c2c(N)n(C)c(=O)n(C)c2=O)cc1OCC | 7%
Cc1cccc(C)c1OCC(=O)NCC1(N2CCOCC2)CCCCC1 | -3%
Cc1ccc(CN2CCc3nc(SCC(=O)Nc4cccc(C)c4C)[nH]c(=O)c3C2)cc1 | 1%
COCCN(C(=O)COC(=O)CCc1ccc(OC)cc1)c1c(N)n(Cc2ccccc2)c(=O)[nH]c1=O | 2%
CSc1ccc(CN(C)Cc2nc3ccccc3c(=O)[nH]2)cc1 | 18%
COc1cccc(NC(=O)c2cc3c(=O)n(Cc4cccnc4)ccc3nc2C)c1 | 7%
CCN(CC)C(=O)c1ccc2c(c1)N(Cc1ccccc1F)C(=O)c1ccccc1S2=O (configuration not stated) | 4%
COc1ccc(N(C(=O)c2ccccc2F)S(=O)(=O)c2ccc3c(c2)n(C)c(=O)n3C)cc1 | 7%
COc1ccc2c(c1)c(=O)c(C(=O)c1ccc(F)cc1)cn2CC(=O)Nc1ccc2c(c1)OCO2 | 5%
COc1cccc(CNCC(O)COc2ccc(C(=O)c3ccccc3)cc2)c1 (configuration not stated) | 0%
CC(Sc1nnc(N)s1)C(=O)c1c(N)n(C)c(=O)n(C)c1=O (configuration not stated) | 0%

More records:
SMILES | aSyn tox rescue
Fc1ccc2c(c1)NC(c1ccncc1)=NC(c1cccs1)=N2 | -4%
Cc1cccc(NS(=O)(=O)c2cc3c4c(c2)CCC(=O)N4CCC3)c1 | 0%
Cc1cc(C)cc(NC(=O)CSc2ccc(-c3cccs3)nn2)c1 | -4%&-6%
CN(C)C1CCCCC=CC(=O)NC1 (configuration not stated) | -8%
COc1ccc(NC(=O)C(Sc2ccccc2)c2ccccc2)c(OC)c1 (configuration not stated) | -11%
O=C(NCc1cccs1)c1ccc2c(c1)sc1nc(-c3ccccc3)cn12 | 5%
Cc1cccc(N2CCN(Cc3cc(=O)oc4cc(C)ccc34)CC2C)c1 (configuration not stated) | 7%
CCCC(=O)Nc1nnc(SCC(=O)NCc2ccco2)s1 | -13%
CCN(CC)C(=O)Cn1c(=O)n(CCCCCC(=O)NCc2ccccc2)c(=O)c2sccc21 | -4%
COc1ccc(N(C(=O)c2ccn[nH]2)C(C(=O)NC2CCCC2)c2ccc(F)cc2)cc1 (configuration not stated) | -3%
C=CCNC(=O)c1ccc2c(c1)N(CC)C(=O)c1ccccc1S2 | 3%
COCCn1cc(C(=O)NCCCOC(C)C)c2c3ccccc3n(C)c2c1=O | 1%

(cont.)
SMILES | aSyn tox rescue
COc1ccc(CN2CCC[C@]3(N[C@H](c4ccc(C(F)(F)F)cc4)[C@@H]4C(=O)N(Cc5ccccc5)C(=O)[C@@H]43)C2=O)cc1 | 11%
CCCCNC(=O)c1cc(-c2cccnc2)nc2ccc(S(=O)(=O)NCCCC)cc12 | 0%
CC1=C(C(=O)Nc2ccc(C)cc2C)C(c2cc(Br)ccc2F)n2ncc(C(=O)Nc3ccc(C)cc3)c2N1 (configuration not stated) | 2%
CC1C(=O)N(Cc2cn(CC3CCCCC3)nn2)CCS(=O)(=O)N1Cc1ccc(-c2ccc(F)nc2)cc1 (configuration not stated) | 1%
CCOc1ccc(-n2c(-c3ccc(Br)cc3)cc3c2CC(C)(C)CC3=O)cc1 | 0%
CCOc1ccc(Nc2oc(/C=C/c3ccc(OC)c(OC)c3)nc2C#N)cc1 | 6%
CCCS(=O)(=O)c1c(Nc2ccccc2C)sc(C(=O)c2ccccc2)c1N | ?
COc1ccc(CCNc2ncnc3c2cnn3-c2ccc(C)cc2)cc1 | -7%
Cc1cccc(C)c1OCCNC(=O)CCC(=O)c1ccccc1 | 10%
Cn1c(SCc2ccccc2Cl)nc(=O)c2c1NC(=O)CC2c1cc(F)ccc1F (configuration not stated) | 2%
Cc1ccc(S(=O)(=O)N2CCCCC2)cc1C(=O)N(C)CC(=O)Nc1cccc(F)c1 | 0%
CCc1cccc(NC(=O)CSc2ncc3c(n2)-c2ccccc2N(Cc2ccccc2C)S3(=O)=O)c1 | 2%

The listing continues:
SMILES | aSyn tox rescue
O=C(Oc1ccc[nH]c1=O)c1ccc(F)cc1 | 0%
COc1ccc(/C=C/C(=O)NC2CCN(Cc3ccccc3)CC2)cc1OC | 3%
CCOc1ccc(C(CC(=O)O)n2cnnn2)cc1 (configuration not stated) | -4%
Cc1cc(NS(=O)(=O)c2ccc(NC(=O)c3ccccc3C)cc2)nc(C)n1 | 5%
Cc1cc(SCNC(=O)c2ccccc2)nc(C(C)C)n1 | 1%
Cc1cc(C)c2c(=O)cc(C(=O)Nc3c(C)n(C)n(-c4ccccc4)c3=O)oc2c1 | 5%
Cn1c(C(=O)NCc2ccc(F)cc2)cc2c(=O)n(C)c3ccccc3c21 | -6%
CCOC(=O)C1=C(C)Nc2ccccc2N=C1NC(=O)c1ccc(Cl)c(S(=O)(=O)N2CCCC2)c1 | 2%
